# Source: PubChem BioAssay
# Vif-A3F inh = blocks the Vif interaction with APOBEC3F. HeLa A3F-eYFP + Vif (tagged APOBEC3F with the HIV-1 protein that degrades it), YFP fluorescence increase. Potency, µM (series often up to 46.1 µM), without a hit: top-dose activity, negative = active. 390,000 compounds, 0.2% hits. AID 602313; further: potency means the concentration at half of the fitted maximal effect; % of control where 0% means no effect; nearly all actives have a fitted effect of over 65% in size
#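 Fluorescence increase (Ex 488/Em 500-530) after overnight compound treatment at 37 deg C flags inhibition of Vif-driven A3F-eYFP loss in stable HeLa A3F-eYFP/Vif cells seeded overnight beforehand.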
# Glioma ERSR ind = inducers of ER stress response in human glioma cells; U87-MG GRP78 promoter luciferase reporter, 16 h; Potency, µM, without a hit: top-dose activation, most hits filed as activators; 420,000 compounds, 0.02% hits; AID 602332; further: potency means the concentration at half of the fitted maximal effect; series mostly up to about 76 µM; % of control where 0% means no effect; nearly all actives have a fitted effect of over 35% in size
#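 Stably transfected U87-MG glioma cells carrying a GRP78-based luciferase sensor; 16 h compound incubation. Luminescence end-point read 10 min after Bright-Glo addition at room temperature.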
# TrxR1 substrate = rat thioredoxin reductase 1 substrate activity; O89049; purified TrxR1 substrate turnover, NADPH consumption readout; Potency, µM (series often up to 114 µM), without a hit: top-dose activity change, negative = substrate turnover; 390,000 compounds, 0.01% hits; AID 588456; further: potency means the concentration at half of the fitted maximal effect; on the % scale 0 is the no-effect control and ±100 the full control effect; nearly all actives have a fitted effect of over 50% in size
# Target sequence (O89049 whole entry, looked up): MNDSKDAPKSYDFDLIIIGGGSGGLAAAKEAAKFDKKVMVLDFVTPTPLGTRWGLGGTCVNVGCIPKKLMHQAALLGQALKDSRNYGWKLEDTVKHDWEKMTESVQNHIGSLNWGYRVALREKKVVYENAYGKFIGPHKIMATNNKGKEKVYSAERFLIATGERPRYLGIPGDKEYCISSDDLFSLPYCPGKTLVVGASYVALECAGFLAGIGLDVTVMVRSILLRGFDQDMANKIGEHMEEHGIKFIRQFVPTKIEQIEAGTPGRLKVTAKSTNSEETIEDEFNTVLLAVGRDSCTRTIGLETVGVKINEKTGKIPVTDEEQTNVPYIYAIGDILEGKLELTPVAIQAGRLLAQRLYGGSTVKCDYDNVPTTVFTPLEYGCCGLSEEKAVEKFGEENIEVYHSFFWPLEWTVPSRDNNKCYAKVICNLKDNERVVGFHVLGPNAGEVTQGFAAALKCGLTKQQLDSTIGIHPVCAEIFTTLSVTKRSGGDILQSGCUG
#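 Rat TrxR1, dispensed at 90 nM, was prereduced with 400 uM NADPH (final) for 5 min at ~22 deg C, then incubated with compound 15 min before 400 uM selenite. A first-read NADPH fluorescence drop versus no-compound background flagged substrates.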
# RXFP1 ag = agonists of human relaxin receptor RXFP1; Q9HBX9; HEK293T-RXFP1 cAMP TR-FRET, 30 min; response scale: percent of porcine relaxin response, buffer zero; Potency, µM (top dose mostly 57.5 µM), for inactives: top-dose activation, most hits filed as activators; 370,000 compounds, 0.3% hits; further: potency means the concentration at half of the fitted maximal effect; on the % scale 0 is the no-effect control and ±100 the full control effect; nearly all actives have a fitted effect of over 60% in size; many of its hits are not listed in these tables
#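 cAMP rise read by TR-FRET after 30 min, 37C compound exposure (up to 58 uM) in RXFP1-transfected HEK293 cells with Ro 20174 present. EC50 from Hill-equation fits, with 29 nM porcine relaxin as 100% and buffer as basal.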
# LDHA inh = inhibitors of human lactate dehydrogenase A | 480,000 compounds, 0.15% hits | purified LDHA, NADH/diaphorase-resazurin fluorescence; hits give low values | activity change, % (values are at about 110 or 230 µM) | AID 1347041 | P00338; in the data active means activity change below about -30%; inconclusive means mostly about -25% to -30%;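 further: plate controls were DMSO wells for no effect and wells without enzyme for full effect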
#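 Remaining NADH was detected by diaphorase (0.133 mg/mL) converting 37 µM resazurin to fluorescent resorufin, read at 0 and 20 minutes. The preceding 5-minute room-temperature reaction used 2 nM LDHA, 0.2 mM sodium pyruvate and 0.06 mM NADH at pH 7.4.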
# PI4K2A block = blocks human PI4K2A kinase activity; AID 1346378; Q9BTU6; purified PI4K2A, ADP-Glo luminescence, 1 h; hits give low values; 420,000 compounds, 0.13% hits; activity change, negative = inhibition, % at 76.9 µM; in the data active means activity change below about -50%; inconclusive means mostly about -30% to -49%;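 further: -100% = wells without enzyme as full effect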
#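 In this quantitative HTS, ADP production by PI4K2A was quantified luminescently after 1 h at ambient temperature; 100 microM adenosine served as plate-quality control.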
# IDH1 R132H inh = human IDH1 R132H inhibition; O75874; IDH1-R132H enzyme, NADPH consumption, diaphorase/resazurin fluorescence; Potency, µM (titrated, usually from 76.6 µM), for the others: at the highest dose activity change, negative = inhibition, most hits filed as inhibitors; 390,000 compounds, 0.093% hits; AID 602179; further: potency means the concentration at half of the fitted maximal effect; on the % scale 0 is the no-effect control and ±100 the full control effect; nearly all actives have a fitted effect of over 65% in size
#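 IDH1-R132H (0.5 ug/mL dispensed) in pH 7.5 Tris buffer was preincubated 30 min with compound, then given a substrate mix of 0.016 mM NADPH and 2 mM alpha-KG for 80 min at room temperature; remaining NADPH was read by diaphorase/resazurin fluorescence.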
# USP1-UAF1 inh = USP1/UAF1 (human) deubiquitinase inhibition | 390,000 compounds, 0.23% hits | AID 743255 | Potency, µM (highest dose often 57.1 µM), without a hit: at the top dose activity change, negative = inhibition, usual class: inhibitors | recombinant USP1/UAF1, Ub-Rhodamine cleavage fluorescence; further: potency means the concentration at half of the fitted maximal effect; on the % scale 0 is the no-effect control and ±100 the full control effect; nearly all actives have a fitted effect of over 60% in size; inactives centre near -12
#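 Step one: compound is pinned into 1nM USP1/UAF1 in HEPES pH 7.8 buffer with TCEP. Step two: 15 min room-temperature incubation. Step three: Ub-Rho (150nM final) starts cleavage, tracked by fluorescence over six one-minute reads.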
# Vif-APOBEC3G blk = Vif-A3G binding inhibition | Q9HC16 | HeLa A3G-eYFP + Vif (tagged APOBEC3G with the HIV-1 protein that degrades it), YFP fluorescence, overnight | Potency, µM (titrated, usually from 46.1 µM), without a hit: at the top dose activity, negative = active, hits mostly inhibitors | 410,000 compounds, 0.076% hits;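 further: potency means the concentration at half of the fitted maximal effect; on the % scale 0 is the no-effect control and ±100 the full control effect; nearly all actives have a fitted effect of over 60% in size; hits raise eYFP signal because A3G escapes Vif-driven loss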
#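 Read-out is eYFP fluorescence (Ex 488/Em 500-530) from Vif-expressing HeLa A3G-eYFP cells; more signal means A3G escaped Vif-mediated degradation. Cells plated overnight, compound pinned in, incubated overnight at 37 deg C.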
# * marks the source's active call; other numbers are inactive results; ? = inconclusive; / = no result given; & = joins results of further samples; [ ] = another dose, or the depositor's remark. Unless noted, the call rests on the fitted dose curve; in most records, active means well fitted curve in the direction sought with a large enough effect; inconclusive means small, poorly fitted or top-dose-only effect, or another doubt; inactive means no such curve, though single readings can be large; an effect the other way counts as inactive or inconclusive. An excerpt; rates above refer to the full screens.
# Under each structure – Vif-A3F inh	Glioma ERSR ind	TrxR1 substrate	RXFP1 ag	LDHA inh	PI4K2A block	IDH1 R132H inh	USP1-UAF1 inh	Vif-APOBEC3G blk
COc1cc(OC)c(OC)cc1/C=C1\CCC/C(=C\c2cc(OC)c(OC)cc2OC)C1=O
    ?	1%	-5%[57.1 µM]	1.9%	7	-5	-7%	-8%	?
O=C(O)/C(=C\c1ccccc1)c1ccccc1
    -3%	-3%	0%	4.7%	-13	0	0%	-7%	0%
Cc1ccc2sc(C)cc(=O)c2c1
    4%	3%	-2%	/	-9	4	-3%	-2%	1%
COc1cc(OC)cc(C(=O)NNC(=O)C2CCCC2)c1
    8%	0%	5%[57.1 µM]	-1.3%	-1	-1	2%	-7%	-4%
Fc1ccc(-c2cc(C(F)(F)F)nc(N3CCCCC3)n2)cc1
    -2%	-4%	16%	0.3%	-13	3	-5%	-16%	-2%
O=C(Nc1nnc(S(=O)(=O)N2CCOCC2)s1)c1ccccc1Cl
    0%&4%	-3%&-4%	-1%[57.1 µM]	?	-4&-4	-3&0	19%&0%	-15%&-8%	1%&-5%
COc1ccccc1NC(=O)CSc1ncn(-c2ccccc2)n1
    -18%	-7%	3%	0.4%	2	1	6%	-3%	-5%
CCN(CC)S(=O)(=O)c1ccc(C(=O)Nc2ncn(Cc3ccccc3)n2)cc1
    -11%	-1%	14%	3.3%	-18	7	-6%	-7%	-7%
O=[N+]([O-])c1ccc(-c2ccc(/C=N/c3c(-c4ccco4)nc4ccccn34)o2)cc1
    -4%	3%	50%[activator]	1.9%	8	-11	4%	-12%	0%
O=C(Cc1ccc(Cl)cc1Cl)NCc1cccnc1
    3%	-2%	1%[57.1 µM]	-1.3%	-1	-1	6%	-13%	-4%
O=C1C=C(c2ccc(-c3ccccc3)cc2)C[C@@H](c2ccc3c(c2)OCO3)C1
    6%	1%	-3%	-0.5%	0	0	-11%	-17%	-3%
COc1ccc2oc(=O)c(C(=O)NCCc3ccc(OC)c(OC)c3)cc2c1
    7%	-2%	17%	2.5%	-7&-7	1	-6%	-16%	3%
Cc1nc(-c2ccc(F)cc2)sc1CCNC(=O)Cc1ccc(F)cc1
    1%	0%	4%[57.1 µM]	-0.4%	-3	-3	24%	-10%	-2%
Cc1cc(NC(=O)Nc2ccc(Cl)cc2)n(C(C)(C)C)n1
    4%	4%	-1%	-0.1%	-2	1	-3%	-22%	-4%
Cc1ccc(C2CC(=O)C(C=NCCN3CCN(C(=S)Nc4ccccc4)CC3)=C(O)C2)cc1 (centres undefined)
    -10%	-4%	-3%	2.8%	2	-3	-1%	-9%	-1%
COc1ccc(CCNC(=O)C2CC(=O)N(c3ccc(C)cc3)C2)cc1OC (centres undefined)
    -10%	-2%	13%	-0.2%	3	4	0%	-5%	1%
CCCCNC(=O)C1(C)CCN1C(=O)c1ccc(OC)c(F)c1 (centres undefined)
    /	1%	/	/	-4	6	/	/	-2%
Cc1ccc(OCC(=O)NC2CCS(=O)(=O)C2)c([N+](=O)[O-])n1 (centres undefined)
    10%	0%	3%	0.1%	-3	3	-1%	-21%	-2%
COCCNC(=O)Cn1cc(C(=S)N2CCOCC2)c2ccccc21
    -2%	-3%	-2%	0.5%	-2	3	5%	-7%	5%
COc1ccc(S(=O)(=O)c2ccccc2)cc1NS(=O)(=O)c1cccc(C(=O)O)c1
    -2%	3%	-1%	0.5%	1	-6	3%	-23%	0%

# 7 entries drawn at random from the list so far, as already listed:
# Under each structure – Vif-A3F inh	Glioma ERSR ind	TrxR1 substrate	RXFP1 ag	LDHA inh	PI4K2A block	IDH1 R132H inh	USP1-UAF1 inh	Vif-APOBEC3G blk
O=C(Cc1ccc(Cl)cc1Cl)NCc1cccnc1
    3%	-2%	1%[57.1 µM]	-1.3%	-1	-1	6%	-13%	-4%
O=C1C=C(c2ccc(-c3ccccc3)cc2)C[C@@H](c2ccc3c(c2)OCO3)C1
    6%	1%	-3%	-0.5%	0	0	-11%	-17%	-3%
O=C(O)/C(=C\c1ccccc1)c1ccccc1
    -3%	-3%	0%	4.7%	-13	0	0%	-7%	0%
COCCNC(=O)Cn1cc(C(=S)N2CCOCC2)c2ccccc21
    -2%	-3%	-2%	0.5%	-2	3	5%	-7%	5%
Cc1ccc(OCC(=O)NC2CCS(=O)(=O)C2)c([N+](=O)[O-])n1 (centres undefined)
    10%	0%	3%	0.1%	-3	3	-1%	-21%	-2%
COc1cc(OC)cc(C(=O)NNC(=O)C2CCCC2)c1
    8%	0%	5%[57.1 µM]	-1.3%	-1	-1	2%	-7%	-4%
COc1cc(OC)c(OC)cc1/C=C1\CCC/C(=C\c2cc(OC)c(OC)cc2OC)C1=O
    ?	1%	-5%[57.1 µM]	1.9%	7	-5	-7%	-8%	?
